PMI act hi M6P – activators of human phosphomannose isomerase at near-saturating mannose 6-phosphate; P34949; coupled PMI enzyme assay, resazurin fluorescence, 20 min; active compounds read high; 1 = untreated enzyme, 0 = substrate-free blank; activation factor at 20 µM; 0.34% of 190,000 active; AID 1216;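 active = activation factor of 2 or more at 20 µM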
Target sequence (P34949 whole entry, looked up): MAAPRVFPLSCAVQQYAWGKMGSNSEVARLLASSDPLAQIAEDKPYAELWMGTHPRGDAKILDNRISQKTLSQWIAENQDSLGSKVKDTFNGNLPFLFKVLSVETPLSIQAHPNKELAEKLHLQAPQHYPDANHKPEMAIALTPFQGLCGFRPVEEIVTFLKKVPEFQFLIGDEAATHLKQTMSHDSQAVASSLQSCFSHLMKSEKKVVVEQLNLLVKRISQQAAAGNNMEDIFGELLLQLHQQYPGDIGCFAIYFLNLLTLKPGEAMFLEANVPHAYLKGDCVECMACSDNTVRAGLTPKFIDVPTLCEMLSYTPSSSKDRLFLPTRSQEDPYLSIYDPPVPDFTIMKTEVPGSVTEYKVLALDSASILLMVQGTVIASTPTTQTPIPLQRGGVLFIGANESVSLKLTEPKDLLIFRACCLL
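Material: human phosphomannose isomerase with PGI, G6PDH, diaphorase coupling enzymes. Quantity: 15 ng/mL PMI. Medium: HEPES pH 7.4 buffer with MgCl2 and Tween-20. Reagent: Near-saturating mannose-6-phosphate, 1.0 mM. Compound: 20 µM single dose. Times: enzyme reaction with compound 20 min at room temperature. Detection: resorufin fluorescence at Ex 544/Em 590 nm.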
S1P3 antagonist – S1P3 (human) receptor antagonism; Q99500; 0.27% of 170,000 active; inhibition, % at 4.98 µM; CHO S1P3 NFAT-BLA reporter, FRET fluorescence, antagonist mode;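 active = inhibition above the plate cutoff, the mean inhibition of test wells on that plate plus 3 SD, cut at about 28% in these data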;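 also: cells challenged with S1P at its EC80 of 0.8 µM; blue over green emission ratio from cleaved BLA substrate after 4 h stimulation; 0% = S1P-stimulated wells and 100% = unstimulated DMSO-only wells; some compounds past the cut are filed as inactive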
Hsp70 act – Hsp70 transcriptional activation, primary screen. activation, % at 10 µM. HeLa Hsp70 promoter luciferase reporter, luminescence; scaled: vehicle 0, proteasome-inhibitor control 100%. 0.04% of 200,000 active;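 active = activation above the mean across all tested compounds plus 3 SD, cutoff set per campaign, cut at about 5.5% in these data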;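 also: 100% = MG132 at 30 µM as the positive control and 0% = DMSO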
PMI act – activators of human phosphomannose isomerase. P34949. purified human PMI, coupled resazurin fluorescence, 20 min; active compounds read high; 1 = vehicle control, 0 substrate-free wells. activation factor at 20 µM. 0.005% of 190,000 active;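 active = activation factor of 2 or more at 20 µM, relative to plate controls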
DTT redox prof – compounds producing H2O2 with reducing agent – biochemical, NIH compound library profiling, artefact control for MLSCN library redox annotation, primary screen; activation, % at 10 µM; AID 878; 0.03% of 200,000 active; DTT-dependent redox cycling H2O2, phenol red/HRP absorbance; 100% = 100 µM peroxide control, 0% = buffer;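 active = activation of at least 50% relative to the plate's high and low controls in the primary single-dose screen; inactive = activation below 50%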;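 also: compound incubated with DTT at 0.8 mM final as the reducing agent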
RAM network inh – blocks the yeast RAM network. S. cerevisiae dse1pr::URA3 reporter, 5-FOA growth OD615, 2 d; analog-sensitive cbk1-as2 kinase mutant strain. inhibition, % at 50 µM. 1.8% of 190,000 active. AID 868;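 active = inhibition above a set limit, 3 SD over mean compound inhibition, cut at about 8.4% in these data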;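 also: 0% = DMSO-only wells with no growth and 100% = 10 µM 1-NA-PP1 full growth; inhibition rescues growth on 5-FOA so higher OD means more RAM inhibition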
Efa HMGR inh – inhibitors of class II HMG-CoA reductase from Enterococcus faecalis; purified E. faecalis HMGR, NADPH absorbance 340 nm kinetic; AID 1066; inhibition, % at 10 µM; 0.41% of 190,000 active;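 active = inhibition above a set limit, the median over all tested compounds plus 3 SD, cut at about 9.5% in these data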;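 also: enzyme runs in reverse so mevalonate oxidation gives rising NADPH absorbance; 0% = complete reaction with DMSO and 100% = background rate lacking mevalonate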
Lmaj promast – reduces viability of Leishmania major promastigotes. resazurin fluorescence viability. inhibition, % at 10 µM. 9% of 200,000 active. AID 1063; in the data active = inhibition above about 50%;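 also: promastigotes grown with compound for 44 hours at 28 °C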
TNAP inh hi DEA – blocks human TNAP under high phosphate acceptor concentration; AID 1135; purified TNAP, CDP-star luminescence, 1 M DEA; 0.03% of 200,000 active; inhibition, % at 20 µM;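 active = over 50% inhibition of tissue-nonspecific alkaline phosphatase at 20 µM in the single-dose screen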;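 also: plate controls were DMSO wells for no effect and EDTA-quenched wells as full inhibition for full effect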
Target sequence (P05186 whole entry, looked up): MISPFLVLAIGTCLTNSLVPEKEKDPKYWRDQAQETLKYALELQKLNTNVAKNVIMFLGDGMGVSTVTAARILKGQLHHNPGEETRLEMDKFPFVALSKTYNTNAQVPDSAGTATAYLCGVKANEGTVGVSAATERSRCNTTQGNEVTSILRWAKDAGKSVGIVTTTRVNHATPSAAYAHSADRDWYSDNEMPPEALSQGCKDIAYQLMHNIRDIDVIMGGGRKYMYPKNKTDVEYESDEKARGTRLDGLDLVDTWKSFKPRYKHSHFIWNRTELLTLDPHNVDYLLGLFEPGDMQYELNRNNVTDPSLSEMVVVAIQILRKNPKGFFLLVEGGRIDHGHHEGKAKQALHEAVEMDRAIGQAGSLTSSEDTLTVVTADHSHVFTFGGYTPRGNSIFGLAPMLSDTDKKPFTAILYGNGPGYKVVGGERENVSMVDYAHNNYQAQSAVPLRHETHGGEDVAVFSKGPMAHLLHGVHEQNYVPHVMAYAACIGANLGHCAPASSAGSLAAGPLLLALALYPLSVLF
TNAP inh noacc – TNAP (human) inhibition, acceptor-free conditions | purified TNAP, CDP-star luminescence, 30 min | inhibition, % at 20 µM | 0.26% of 200,000 active;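 active = tissue-nonspecific alkaline phosphatase inhibition above about 50% at 20 µM in the single-dose screen, limit read from the data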;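 also: 0% = DMSO negative control and 100% = EDTA positive control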
* hit, by the source's call; . = not tested or not shown.

Start of the listing, in advance (13 entries):
SMILES	PMI act hi M6P	S1P3 antagonist	Hsp70 act	PMI act	DTT redox prof	RAM network inh	Efa HMGR inh	Lmaj promast	TNAP inh hi DEA	TNAP inh noacc
CCN(CC)C(=O)N1c2ccccc2C=Cc2ccccc21	1	.	-0.1	1	-0.1	1.2	-3	8	-8	-18
COc1ccc(CNCc2cccc(Oc3ccccc3)c2)cc1	1	13	-0.1	1	-1.5	0.9	-4	87*	-8	-11
NC(N)=N/N=C/c1ccc(OS(=O)(=O)c2ccccc2)cc1	1	-3	-0.2	1	-0.1	0.4	-1	88*	-2	-12
CC(C)(C)C(=O)NCCN1CCN(C(=O)C(C)(C)C)CC1	0.9	.	0.0	1	0.6	1.0	-3	-6	-5	-10
COc1ccc(C(=O)NC(=S)N2CCNC(=O)C2)cc1Br	1.1	-27	0.2	1.1	-1.2	0.1	-3	3	-7	-10
Cc1ccc(-c2nnc(CCC(=O)NCC3C4CC5CC(C4)CC3C5)o2)s1 (stereo unspecified)	1	-18	0.0	0.9	-1.2	-0.1	-3	6	-2	-4
CN(C)S(=O)(=O)c1cccc(COC(=O)c2ccc3c(c2)OCO3)c1	1	-8	-0.2	1	-0.7	2.0	-1	10	-5	-16
CC(=O)N1CCN(Cc2nc3cc(NS(C)(=O)=O)ccc3n2C)CC1	1	5	0.1	1	-0.5	0.1	0	-3	-5	-14
CC(/C=N/Nc1nnc2c(n1)[nH]c1ccccc12)=C\c1ccco1	1.5	.	-0.3	1.3	0.5	0.9	-6	-3	3	-5
CCO[C@@H]1OC(C(=O)O)=C[C@H](c2ccc(Br)cc2)[C@H]1CCCO	1.1	-5	0.7	1.1	0.6	-0.8	-6	2	-8	-4
COc1cc(NS(=O)(=O)c2ccc(NC(=O)COc3ccc(C)cc3)cc2)nc(OC)n1	0.9	.	-0.4	0.9	-2.1	4.5	-7	-4	-3	-7
O=C(Nc1ccc2c(c1)oc1ccccc12)c1ccc2c(c1)OCO2	1	-8	0.3	0.9	0.9	1.3	-8	-2	-1	-3
COc1ccccc1-c1nnc(NC(=O)C(C)SC2=NCCS2)s1 (stereo unspecified)	0.9	-22	-0.1	0.8	-1.2	1.8	1	14	-9	-12

The list itself, repeating the preview:
SMILES	PMI act hi M6P	S1P3 antagonist	Hsp70 act	PMI act	DTT redox prof	RAM network inh	Efa HMGR inh	Lmaj promast	TNAP inh hi DEA	TNAP inh noacc
CCN(CC)C(=O)N1c2ccccc2C=Cc2ccccc21	1	.	-0.1	1	-0.1	1.2	-3	8	-8	-18
COc1ccc(CNCc2cccc(Oc3ccccc3)c2)cc1	1	13	-0.1	1	-1.5	0.9	-4	87*	-8	-11
NC(N)=N/N=C/c1ccc(OS(=O)(=O)c2ccccc2)cc1	1	-3	-0.2	1	-0.1	0.4	-1	88*	-2	-12
CC(C)(C)C(=O)NCCN1CCN(C(=O)C(C)(C)C)CC1	0.9	.	0.0	1	0.6	1.0	-3	-6	-5	-10
COc1ccc(C(=O)NC(=S)N2CCNC(=O)C2)cc1Br	1.1	-27	0.2	1.1	-1.2	0.1	-3	3	-7	-10
Cc1ccc(-c2nnc(CCC(=O)NCC3C4CC5CC(C4)CC3C5)o2)s1 (stereo unspecified)	1	-18	0.0	0.9	-1.2	-0.1	-3	6	-2	-4
CN(C)S(=O)(=O)c1cccc(COC(=O)c2ccc3c(c2)OCO3)c1	1	-8	-0.2	1	-0.7	2.0	-1	10	-5	-16
CC(=O)N1CCN(Cc2nc3cc(NS(C)(=O)=O)ccc3n2C)CC1	1	5	0.1	1	-0.5	0.1	0	-3	-5	-14
CC(/C=N/Nc1nnc2c(n1)[nH]c1ccccc12)=C\c1ccco1	1.5	.	-0.3	1.3	0.5	0.9	-6	-3	3	-5
CCO[C@@H]1OC(C(=O)O)=C[C@H](c2ccc(Br)cc2)[C@H]1CCCO	1.1	-5	0.7	1.1	0.6	-0.8	-6	2	-8	-4
COc1cc(NS(=O)(=O)c2ccc(NC(=O)COc3ccc(C)cc3)cc2)nc(OC)n1	0.9	.	-0.4	0.9	-2.1	4.5	-7	-4	-3	-7
O=C(Nc1ccc2c(c1)oc1ccccc12)c1ccc2c(c1)OCO2	1	-8	0.3	0.9	0.9	1.3	-8	-2	-1	-3
COc1ccccc1-c1nnc(NC(=O)C(C)SC2=NCCS2)s1 (stereo unspecified)	0.9	-22	-0.1	0.8	-1.2	1.8	1	14	-9	-12
COC(=O)c1sc(NC(=O)c2csc3c2CCCC3)nc1C	1	-5	-0.1	0.9	-0.8	3.9	-3	-1	-1	-7
Cc1cc(C)c(S(=O)(=O)N2CCCCC2)cc1N(C)S(=O)(=O)c1ccc(Cl)cc1	0.9	.	-0.4	0.9	2.2	3.6	0	16	-7	-10
COC(=O)C(O)(CC(=O)Nc1cccc(SC)c1)C(F)(F)F (stereo unspecified)	1.1	14	-0.4	1	0.5	1.7	-7	-4	-6	-8
O=C(COC(=O)C1=COCCO1)Nc1ccc(OC(F)F)cc1	1.1	12	-0.4	1	0.1	-0.1	-1	-3	-1	-11
Cc1ccccc1Nc1nnc(SCc2nc3ccccc3c(=O)[nH]2)s1	1.1	-13	0.2	1.1	-0.6	-0.3	14*	0	2	-5
Cc1c(N=Cc2ccccn2)c(=O)n(-c2ccccc2)n1C	1	.	-0.3	1.1	0.0	1.2	-5	0	-6	-2
COc1ccc(S(=O)(=O)N2CCC(O)(c3ccc4c(c3)OCO4)CC2)cc1	1	23	-0.5	1.2	0.0	1.8	0	-5	-9	-14
c1ccc2[nH]c(NCCCN3CCOCC3)nc2c1	1	-17	-0.5	1	0.8	0.5	-3	1	-8	-13
Cc1cccc(-n2c(Cc3cc(=O)[nH]c(=O)[nH]3)nnc2SCC(=O)N2CCCCC2)c1	1	-38	-0.4	1	-1.3	0.0	0	-8	-6	-15
C#CCOCCOCCOCCNc1nc(N2CCN(C(=O)[C@H](Cc3ccc(O)cc3)n3cc([C@@H](N)C(C)CC)nn3)CC2)nc(N2CCN(C(=O)[C@H](CCCCN)n3cc([C@@H](N)CC(C)C)nn3)CC2)n1 (stereo partly specified)	1.2	-8	0.1	1	0.6	-0.8	1	-7	-6	-9
O=C(C1CCCN(S(=O)(=O)c2cnc[nH]2)C1)N1CC(=O)N(CCc2ccccc2)C(=O)C1 (stereo unspecified)	0.9	-73	-0.2	0.9	0.1	1.6	-1	-7	7	15
COc1ccc(C(C)=O)cc1CSc1nnc(Nc2ccccc2C)s1	1	4	-0.1	1	0.2	3.5	-3	3	-3	-26
Cc1cc(=O)oc2cc(OCC(=O)N3CCCC(C)C3)ccc12 (stereo unspecified)	1.1	15	-0.2	1.1	3.9	1.3	-1	0	-7	-14
CCCCNC(=O)CO/N=C(\C)c1cc2ccccc2o1	1.1	-7	-0.6	1.1	0.8	-0.7	-1	37	0	5
O=c1c2ccccc2c(-c2ccc(Br)cc2)nn1Cc1ccccc1	1	.	0.0	0.9	-12	2.8	-4	-4	-6	-2
O=C(NN1C(=O)c2ccccc2NC1c1ccccn1)c1ccc(Br)cc1 (stereo unspecified)	1	.	-0.3	1	-0.1	0.9	-7	-5	-2	-22
O=S(=O)(Nc1nc2ccccc2nc1NCCN1CCOCC1)c1cccc(Cl)c1	1	-4	-0.1	1.1	1.6	0.8	-5	3	-4	-12
Cn1c(CS/C(N)=N/N=C/c2ccccc2)c(Br)c(=O)n1-c1ccccc1	1.1	3	-0.4	1	0.7	0.3	-4	5	0	-13
CCNC(=S)NC1CC2CCCC(C1)N2Cc1ccco1 (stereo unspecified)	1	.	-0.2	0.9	-5.2	1.1	-5	-5	-4	-6
CN1CCC(N(C)C(=O)/C=C/c2cn(-c3ccccc3)nc2-c2cccs2)CC1	1	-3	-0.1	1.1	-1.1	0.7	-3	101*	-5	-5
CCCn1nnnc1-c1ccc(Cl)cc1	1	.	-0.4	1	1.1	0.6	-2	-5	-1	-7
O=C(CSc1n[nH]c(-c2cccnc2)n1)Nc1ccnc2ccccc12	1	-10	0.3	0.9	-1.3	2.8	0	-3	-9	1
CCn1c(O)c(/C=C2\C=Nc3ccccc32)sc1=Nc1ccccc1	1	.	-0.1	0.9	-6.6	3.5	3	21	2	-2
C/C(=N/N=C/c1ccc(N(C)C)cc1)c1ccccc1	1.1	0	-0.2	1.1	.	0.7	2	80*	-2	-6
Cc1ccc(S(=O)(=O)NCC(=O)NCC(=O)OCC(=O)NC(=O)NC(C)(C)C)cc1C	1	2	0.1	1	-0.7	1.0	-4	-5	-6	-7
COc1ccc(CCNC(=O)CSc2nc(C)cc(C)n2)cc1OC	1	-18	-0.3	0.9	-0.8	0.0	-6	0	0	-4
Cc1oncc1C(=S)Nc1ccccc1	1.1	-37	0.0	1.1	-1.4	0.8	-3	-4	-6	-9
Cc1ccc(NC(=O)CSC2=NN3CCCC(=O)N=C3S2)c(C)c1	1	-7	0.0	0.9	-0.1	2.6	-2	-6	-6	-11
Nc1c(N2CCOCC2)cc(Cl)c2nonc12	0.3	-10	-0.2	0.6	0.2	0.1	-6	0	8	-2
COc1cc(/C(C)=N/N2CCOCC2)cc(OC)c1OC	0.9	-11	-0.4	0.9	-0.8	-0.6	-4	-4	0	-7
Cc1c(Cl)cccc1N1CC(C(=O)Nc2nccs2)CC1=O (stereo unspecified)	1.1	14	-0.3	1	-1.1	2.3	1	-5	0	-6

Compound activity as filed in PubChem.
